GPR55 beta-arrestin: GPR55 agonists via beta-arrestin recruitment, primary screen, imaging, U2OS cells, beta-arrestin-GFP redistribution (AID 1961). one-dose activation, % at 10 µM; EC50 in µM for titrated hits. 290,000 tested, 0.048% active. U2OS GPR55 beta-arrestin-GFP redistribution imaging; higher % means a stronger effect;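 active = activation above 40% with more than 50 cells counted in the well; inconclusive = wells holding fewer than 50 cells, flagged as toxic or sparse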;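 note: U2OS osteosarcoma cells stably expressing GPR55 and beta-arrestin-GFP; plate controls were DMSO negative control for no effect and LPI positive control for full effect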
M17LAP inhibition: P. falciparum M17LAP inhibitors, primary screen, biochemical, fluorogenic H-Leu-NHMec substrate, 1536-well (AID 1619); recombinant M17LAP, H-Leu-NHMec fluorogenic kinetic assay; higher % means a stronger effect; one-dose inhibition, % at 30 µM; IC50 in µM for titrated hits; 220,000 tested, 0.38% active;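 active = compound inhibiting the enzyme by more than half at any dose during confirmatory dose-response retesting; inconclusive = strong single-dose inhibitors picked by rank but not retested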;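 note: plate controls were full reaction with DMSO carrier for no effect and no enzyme background for full effect; strong numbers were not always called active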
NOD1 NF-kB reporter: inhibition of NOD1-driven NF-kB reporter – cell-based, luminescence, uHTS, primary screen (AID 1578). NOD1-driven NF-kB luciferase reporter cells, luminescence; higher % means a stronger effect. inhibition, % at 4 µM, or EC50 in µM where a hit was titrated. 290,000 tested, 1% active; in the data active = inhibition mostly above about 36%, no sharp cut-off; inactive = mostly below about 34%;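 note: HEK-293T reporter cells stimulated with the NOD1 agonist gamma-tri-DAP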
AID2073: inhibitors of Mint1-CaV2.2 protein interaction, biochemical, HTRF (AID 2073). HTRF protein-protein interaction, Mint1-CaV2.2; higher % means a stronger effect. inhibition, % at 20 µM, or IC50 in µM where a hit was titrated. 290,000 tested, 0.19% active; in the data active = inhibition mostly above about 51%, no sharp cut-off; inconclusive = no clear call, values can overlap the other calls; inactive = mostly below about 53%; note: some results filed as inactive read as strong as hits
NOD2 inhibition: NOD2 signaling inhibitors, cell-based, luminescence, uHTS, HEK293 (AID 1566); HEK293 NOD2/NF-kB luciferase reporter, luminescence; higher % means a stronger effect; inhibition, % at 4 µM, or EC50 in µM where a hit was titrated; 290,000 tested, 0.63% active; note: many of its hits are not listed in these tables
KOR beta-arrestin-1: KOR antagonists, beta-arrestin recruitment, cell-based, luminescence, uHTS (AID 1778). KOR beta-arrestin recruitment, luminescence, antagonist mode; higher % means a stronger effect. 290,000 tested, 0.091% active. inhibition, % at 10 µM; hits with a dose series show IC50 in µM; note: strong numbers were not always called active
Dynein transport: blocks dynein driven cargo transport along microtubules. 3617.4 mouse cells, GR-EGFP nuclear translocation imaging; test concentration mostly 20 µM; stimulated with dexamethasone, 1 µM; hits give low values. z-score, hits read low. 220,000 tested, 0.47% active. AID 1381;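 active = plate z-score of nuclear minus cytoplasmic receptor signal below a set negative limit, without overly bright fluorescence or cell loss, cut at about -3.5 in these data, passing the limit was not always enough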;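 note: z-score of nuclear minus cytoplasmic ring GR-EGFP intensity difference per well; some compounds called inactive have numbers as strong as hits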
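Also added: dexamethasone, 1.0 µM final. Medium: tet-free, stripped-serum medium. Detection: fixed, Hoechst-stained cells imaged at 10x for EGFP. Read-out: nuclear-to-cytoplasmic GR-EGFP distribution per well. Times: induction 48 h, compound 1 h, agonist 30 min.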
KOR beta-arrestin-2: KOR agonists, beta-arrestin recruitment, primary screen, cell-based, luminescence, uHTS (AID 1777) | KOR beta-arrestin recruitment, luminescence; higher % means a stronger effect | one-dose activation, % at 10 µM; EC50 in µM for titrated hits | 280,000 tested, 0.02% active; in the data active = activation above about 50%, passing the limit was not always enough; note: a part of the inactive calls stands beside numbers as strong as those of hits
M1AAP inhibition: malaria alanyl aminopeptidase activity blockers – biochemical, fluorogenic H-Leu-NHMec substrate, 1536-well (AID 1445). recombinant M1AAP, H-Leu-NHMec fluorogenic kinetic assay; higher % means a stronger effect. one-dose inhibition, % at 30 µM; IC50 in µM for titrated hits. 220,000 tested, 0.42% active;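 active = primary inhibition above the hit cutoff, then over 50% inhibition at one or more dose response concentrations, cut at about 23% in these data, passing the limit was not always enough; inconclusive = conflicting primary data, or primary hits not chosen for dose response; inactive = low primary inhibition, or under 50% at every dose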;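 note: plate controls were DMSO full reaction for no effect and no enzyme background for full effect; strong numbers were not always called active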
Dynein transport cytoplasmic EGFP: recorded beside Dynein transport, whose call it bears; z-score; measured here: cytoplasmic GR-EGFP intensity; hits give high values
Dynein transport nuclear GR-EGFP: recorded beside Dynein transport, whose call it bears; z-score; measured here: nuclear GR-EGFP intensity;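 lower value marks the stronger effect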
Dynein transport cell count: second read-out of Dynein transport, no call of its own (marks repeat the call); z-score; measured here: cell count per field
Active calls of the source: *; u = inconclusive; x = no result given; [ ] = dose if it differs, or a comment. Cut-off read from the data, not from the text of the source, unless noted: active = inhibition above about 50%; inactive = the rest.

SMILES	GPR55 beta-arrestin	M17LAP inhibition	NOD1 NF-kB reporter	AID2073	NOD2 inhibition	KOR beta-arrestin-1	Dynein transport	Dynein transport cytoplasmic EGFP	Dynein transport nuclear GR-EGFP	Dynein transport cell count	KOR beta-arrestin-2	M1AAP inhibition
CCCc1[nH]nc2c1C(c1cc(OC)ccc1F)C(C#N)=C(N)O2 (stereo not drawn)	-0.3%	35%	3%	0%	7%	2%	-0.26	-0.089	-0.2	0.038	-8.3%	3%
COC(=O)c1cn(CCC#N)nc1-c1ccc2ccccc2c1	-0.1%	x	-4%	12%	17%	-5%[20 µM]	x	x	x	x	-2.5%	x
Cc1scc(C(=O)Nc2ccon2)c1-c1ccccc1	-0.1%	-6%	-15%	2%	8%	21%	0.12	-0.18	0.092	1.4	0.0%	-1%
Fc1ccc(NCc2cccnc2)cc1	-0.1%	-5%	-2%	44%	-1%	-2%	3.1	-0.17	2.2	-1.4	-11%	6%
O=C(Cc1csc(Nc2nc(=S)[nH]c3ccccc23)n1)N1CCN(c2cccc(Cl)c2)CC1	-0.7%	19%	-30%	u	-7%	-4%	2.1	0.41	1.1	-1.2	-7.7%	1%
COC(=O)c1cnn(-c2cc(Oc3ccccc3)ncn2)c1N	-0.1%	-4%	-74%	1%	-57%	-28%	0.05	-0.23	0.65	0.0016	-0.5%	0%
O=C(Nc1ccc(F)c(F)c1)C1CCCN1S(=O)(=O)c1ccc(F)cc1 (stereo not drawn)	-0.1%	x	-19%	9%	15%	7%	x	x	x	x	0.7%	x
Cc1cccc(C(=O)Nc2cccc3cccnc23)c1	-0.1%	x	-55%	7%	-17%	-38%[20 µM]	x	x	x	x	2.9%	x
Cc1cc(C)n(C(=O)COc2ccccc2C)n1	-0.3%	6%	-18%	9%	11%	-3%	0.093	-0.18	0.18	-0.81	-5.1%	12%
COc1ccc2[nH]c3c(=O)n(/N=C/c4ccc(OC)c(CN5CCCC5)c4)c(C)nc3c2c1	-0.1%	-2%	11%	3%	2%	32%	0.5	-0.26	-0.0041	-0.2	2.8%	4%
CC(CN1CCCCC1)C(=O)NNC(=O)C12CC3CC(CC(C3)C1)C2 (stereo not drawn)	-0.3%	10%	-24%	-4%	16%	4%	0.34	-0.22	0.1	0.41	-2.1%	1%
COc1cc2c(cc1NC(=O)CCCCCN1C(=O)CCC1=O)oc1ccccc12	-0.1%	0%	24%	8%	0%	-53%	-0.025	-0.069	0.066	0.17	8.9%	-2%
O=C(O)COc1ccc(NC(=O)C(c2ccccc2)c2ccccc2)cc1	0.0%	x	-20%	6%	11%	5%[20 µM]	x	x	x	x	-4.3%	x
Cc1cc(NC(=O)C(=O)c2c(C)[nH]c3ccccc23)no1	0.1%	31%	-13%	7%	12%	12%	0.83	-0.15	0.58	-1.4	-4.3%	4%
CC(=O)Nc1ccc(S(=O)(=O)NCc2ccc(C(=O)NC(C)c3ccccc3)cc2)cc1 (stereo not drawn)	-0.1%	-9%	-7%	4%	6%	4%	0.62	-0.26	0.29	-0.37	-0.3%	8%
CCOc1ccc(NC(=O)CC2C(=O)NCCN2C(=O)c2ccc(Cl)cc2)cc1 (stereo not drawn)	0.4%	-3%	-28%	7%	2%	-16%	-0.46	-0.3	-0.75	0.24	-3.4%	1%
C=CCN1C(=O)/C(=C2/Sc3ccc(OC)cc3N2C)SC1=NCc1ccccc1	-0.7%	3%	-7%	-21%	-8%	-14%	0.099	-0.15	0.23	0.32	1.5%	-3%
Oc1ccccc1C=Nc1ccccc1-c1nc2ccccc2[nH]1	-0.2%	-53%	-8%	29%	-122%	4%	-0.12	-0.22	-0.29	0.32	0.4%	u
Cn1c(/C=C/c2ccc(Cl)cc2)nc2ccccc2c1=O	0.4%	x	-52%	21%	-40%	-26%	x	x	x	x	1.8%	x
CCOc1ccc(-n2nnnc2SCC(=O)NC2CCCC2)cc1	-0.2%	x	-10%	4%	12%	-3%	x	x	x	x	0.1%	x
CCOC(=O)C1CCCN(C(=O)CCNS(=O)(=O)c2cc(Br)cnc2N)C1 (stereo not drawn)	-0.2%	x	-12%	3%	22%	-10%	x	x	x	x	-3.4%	x
O=C(c1ccco1)N1c2ccccc2Sc2ccccc21	-0.5%	-8%	17%	10%	17%	-19%	1.1	-0.083	1.1	-0.18	4.9%	-1%
CCCNC(=O)CN(C1CCCCC1)S(C)(=O)=O	0.0%	-5%	-11%	5%	0%	10%	0.077	-0.21	-0.08	0.13	-2.2%	1%
O=C(CCCC(=O)NCc1ccccc1)NCc1ccccc1	0.5%	-4%	-47%	-16%	8%	x	0.01	-0.32	-0.075	0.71	-0.3%	9%
NC(=O)[C@H]1CC2(CC(c3cccc(NC(=O)c4ccccc4)c3)=NO2)CN1C(=O)[C@H]1CCC(=O)N1 (stereo partly drawn)	-0.1%	10%	3%	34%	11%	3%	-0.31	-0.19	0.29	0.11	-2.5%	10%
O=C(NCc1n[nH]c(=S)n1-c1ccccc1Cl)c1ccc(S(=O)(=O)N2CCCCC2)cc1	0.0%	x	-28%	-9%	-7%	-1%	x	x	x	x	-6.8%	x
COc1ccc(NS(=O)(=O)NC(=O)c2c[nH]c3ccccc23)cc1	0.2%	x	-12%	0%	7%	-9%	x	x	x	x	0.0%	x
CCCCCCC(C)n1[nH]c(=O)c2c(C)cc(C)nc21 (stereo not drawn)	-0.1%	-17%	5%	2%	18%	29%	1.2	-0.23	0.63	0.012	5.0%	1%
Cc1ccc(Cl)cc1NC(=S)N1CCCCCC1	0.3%	x	-18%	-14%	-14%	-20%	x	x	x	x	1.6%	x
O=C(O)c1ccccc1C(=O)Nc1c(-c2ccccc2)nc2ccccn12	-0.3%	x	3%	-1%	-17%	-55%	x	x	x	x	2.8%	x
CC(Sc1nnnn1C)C(=O)NC1CCCc2ccccc21 (stereo not drawn)	0.2%	9%	-38%	8%	10%	-4%	-0.21	-0.28	0.11	-0.45	-3.4%	-3%
COc1ccc(NC(=O)Nc2c[nH]c(=O)[nH]c2=O)cc1OC	0.6%	x	-1%	16%	6%	-2%	x	x	x	x	4.4%	x
Cc1ccc(CNC(=O)CSc2nc3ccsc3c(=O)n2Cc2ccc(C(=O)O)cc2)cc1	-0.6%	16%	-16%	47%	10%	19%	1.9	0.88	0.56	-1.8	-3.8%	34%
O=[N+]([O-])c1cccc(N/N=C/c2cc([N+](=O)[O-])ccc2O)c1	0.2%	0%	-50%	16%	-112%	23%	0.0021	-0.23	-0.32	0.33	-9.9%	5%
O=C(COC(=O)C1COc2ccccc2O1)NC1CCS(=O)(=O)C1 (stereo not drawn)	0.2%	1%	6%	-1%	16%	14%	-0.42	-0.31	-0.45	0.29	-7.3%	-4%
O=C(Nc1ccc(S(=O)(=O)N2CCCC2)cc1)c1ccc([N+](=O)[O-])cc1	-0.1%	x	-27%	6%	-2%	-55%	x	x	x	x	3.0%	x
O=C(COc1ccc(-n2cnnn2)cc1)N1CCN(c2ccc(F)cc2)CC1	-0.1%	-4%	-6%	-11%	-3%	-18%	1.7	0.05	1.6	-2.7	2.6%	4%
Cc1onc(-c2ccccc2Cl)c1C(=O)OCC(=O)Nc1cccc(S(=O)(=O)N2CCOCC2)c1	-0.1%	-3%	-16%	8%	-6%	-5%	-0.49	-0.32	-0.26	0.74	-3.7%	2%
COc1ccc(OC)c(CNC(=O)CCCn2ccc3cc(S(=O)(=O)N4CCCC4)ccc32)c1	-0.2%	x	-20%	-1%	20%	32%	x	x	x	x	0.7%	x
O=C(CSc1nnc(-c2ccccc2Cl)o1)Oc1ccc(Br)cc1	1.1%	-2%	-6%	7%	18%	14%	1.1	-0.27	0.43	-0.022	7.6%	1%

Entries above that contain an aryl methoxy group (seven):
SMILES	GPR55 beta-arrestin	M17LAP inhibition	NOD1 NF-kB reporter	AID2073	NOD2 inhibition	KOR beta-arrestin-1	Dynein transport	Dynein transport cytoplasmic EGFP	Dynein transport nuclear GR-EGFP	Dynein transport cell count	KOR beta-arrestin-2	M1AAP inhibition
CCCc1[nH]nc2c1C(c1cc(OC)ccc1F)C(C#N)=C(N)O2 (stereo not drawn)	-0.3%	35%	3%	0%	7%	2%	-0.26	-0.089	-0.2	0.038	-8.3%	3%
COc1ccc2[nH]c3c(=O)n(/N=C/c4ccc(OC)c(CN5CCCC5)c4)c(C)nc3c2c1	-0.1%	-2%	11%	3%	2%	32%	0.5	-0.26	-0.0041	-0.2	2.8%	4%
COc1cc2c(cc1NC(=O)CCCCCN1C(=O)CCC1=O)oc1ccccc12	-0.1%	0%	24%	8%	0%	-53%	-0.025	-0.069	0.066	0.17	8.9%	-2%
C=CCN1C(=O)/C(=C2/Sc3ccc(OC)cc3N2C)SC1=NCc1ccccc1	-0.7%	3%	-7%	-21%	-8%	-14%	0.099	-0.15	0.23	0.32	1.5%	-3%
COc1ccc(NS(=O)(=O)NC(=O)c2c[nH]c3ccccc23)cc1	0.2%	x	-12%	0%	7%	-9%	x	x	x	x	0.0%	x
COc1ccc(NC(=O)Nc2c[nH]c(=O)[nH]c2=O)cc1OC	0.6%	x	-1%	16%	6%	-2%	x	x	x	x	4.4%	x
COc1ccc(OC)c(CNC(=O)CCCn2ccc3cc(S(=O)(=O)N4CCCC4)ccc32)c1	-0.2%	x	-20%	-1%	20%	32%	x	x	x	x	0.7%	x

Source: PubChem BioAssay (several laboratories)

Not all compounds are listed; count on the stated rates, not on these rows.
